PvdQ acylase: blocks Pseudomonas aeruginosa PvdQ acylase activity; AID 488965; actives 0.063% (n = 340,000); inhibition, % at 10 µM; purified PvdQ acylase, fluorescence plate reader; in the data active = inhibition above about 30%, passing the limit was not always enough; inconclusive = no clear call, values can overlap the other calls;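 note: 0% = vehicle neutral wells and 100% = reference inhibitor wells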
SR-BI uptake up: activators of SR-BI mediated HDL lipid uptake | activation, % at 12.5 µM | CHO ldlA[mSR-BI] cells, DiI-HDL uptake fluorescence, 3 h; 100 = double the neutral-control signal | actives 0.096% (n = 320,000);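 active = mean replicate activation of at least 60% and every replicate at or above 60%; inconclusive = mean or all-replicate condition met, but not both; inactive = mean below 60% and not all replicates reaching 60%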;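 note: 0% = median plate neutral-control signal and 100% = twice that signal; values of inactives mirror those of a sister screen read the other way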
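Material: SR-BI-overexpressing, LDLR-lacking CHO cells | Dosing: Single compound concentration, delivered by pin transfer | Probe or stimulus: Labelled HDL, 10 µg/mL | Signal: Bottom-read cell fluorescence after medium removal, ex 550/em 595 nm | Schedule: 3 h, 37 °C | Evaluation: HDL uptake via cellular fluorescence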
Rtt109 Vps75: inhibitors of Candida albicans Rtt109/Vps75 histone acetyltransferase. Q5AAJ8. purified Rtt109/Vps75, ThioGlo CoA-SH fluorescence, 4 h. inhibition, % at 34.9 µM. actives 0.16% (n = 330,000). AID 540336;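 active = inhibition of at least 50% in every replicate; inconclusive = best replicate reaches 50% inhibition but some replicates fall short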
Target sequence (Q5AAJ8 whole entry, looked up): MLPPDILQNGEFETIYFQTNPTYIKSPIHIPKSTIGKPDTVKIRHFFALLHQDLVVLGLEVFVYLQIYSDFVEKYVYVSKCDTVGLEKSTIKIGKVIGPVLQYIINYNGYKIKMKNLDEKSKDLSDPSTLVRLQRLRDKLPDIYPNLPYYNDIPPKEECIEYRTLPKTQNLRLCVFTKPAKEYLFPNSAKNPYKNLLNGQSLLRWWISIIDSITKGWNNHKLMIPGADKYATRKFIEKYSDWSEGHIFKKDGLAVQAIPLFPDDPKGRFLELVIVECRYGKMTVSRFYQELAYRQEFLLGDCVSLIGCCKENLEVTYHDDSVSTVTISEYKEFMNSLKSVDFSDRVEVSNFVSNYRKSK
NSD2 inh: inhibitors of human histone methyltransferase NSD2; O96028; NSD2 peptide methylation, AlphaScreen, 120 min; inhibition, % at 12.5 µM; actives 0.54% (n = 310,000); in the data active = inhibition above about 50%
CAL PDZ FP-1: inhibitors of human CAL PDZ peptide binding; purified CAL PDZ, TMR-peptide fluorescence polarization, 1 h; AID 504414; actives 0.02% (n = 330,000); inhibition, % at 20 µM;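 active = highest replicate inhibition of at least 40%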;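 note: plate controls were DMSO neutral control wells for no effect and unlabeled competitor peptide control wells for full effect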
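Read-out basis: mP drop reported as inhibition | Assay system: Tagged CAL PDZ protein CerCALP, purified | Benchmarks: Unlabelled peptide for full inhibition, DMSO wells as neutral | Schedule: 1 h incubation at room temperature before polarization reading | Buffer or medium: Sodium phosphate/NaCl buffer pH 7.4 with TCEP, IgG, Thesit | Doses: Single point, 20 µM | Measured by: Fluorescence polarization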
SR-BI HDL uptake: mouse SR-BI HDL lipid transfer inhibition; ldlA[mSR-BI] CHO cells, DiI-HDL uptake fluorescence, 3 h; actives 0.96% (n = 320,000); inhibition, % at 12.5 µM; AID 488896; Q61009;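 active = mean replicate inhibition of at least 70% and a set share of replicates each scoring 70 or more; inconclusive = meets just one of the two criteria; inactive = fails both criteria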;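 note: 0% = median of neutral control wells and 100% = median of positive control wells; values of inactives mirror those of a sister screen read the other way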
dFosB act: activators of mouse delta FosB homodimer | P13346 | purified delta FosB, TAMRA-CDK5 oligo fluorescence polarization; percent of positive-control signal above neutral wells | activation, % at 25 µM | actives 0.99% (n = 340,000);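 active = mean activation above about 17%, with every replicate also reaching it, limit read from the data, passing the limit was not always enough; inconclusive = only one of the two conditions met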;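 note: fluorescence polarization rise as delta FosB binds a TAMRA Cdk5 AP-1 oligo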
Target sequence (P13346 whole entry, looked up): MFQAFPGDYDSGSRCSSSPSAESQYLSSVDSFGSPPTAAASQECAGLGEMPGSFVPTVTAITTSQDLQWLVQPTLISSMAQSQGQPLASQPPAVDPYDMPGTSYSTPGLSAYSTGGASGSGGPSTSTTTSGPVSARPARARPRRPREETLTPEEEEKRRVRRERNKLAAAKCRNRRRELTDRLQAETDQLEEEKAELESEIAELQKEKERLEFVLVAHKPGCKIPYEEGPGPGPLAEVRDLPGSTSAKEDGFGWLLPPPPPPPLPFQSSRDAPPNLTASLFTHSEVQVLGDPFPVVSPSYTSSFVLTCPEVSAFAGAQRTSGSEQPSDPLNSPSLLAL
CAL PDZ FP-2: blocks peptide binding to the human CAL PDZ domain; actives 0.92% (n = 300,000); Q9HD26; purified CAL PDZ, TMR-peptide fluorescence polarization, 1 h; inhibition, % at 24.9 µM; AID 602252;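 active = mean inhibition of at least 30% with at least half of replicates also reaching 30%; inconclusive = no clear call, values can overlap the other calls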;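 note: 0% = DMSO neutral control and 100% = excess unlabeled competitor peptide PRC23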
PfHsp90 set2: growth inhibition of yeast expressing Plasmodium Hsp90; inhibition, % at 9.4 µM; actives 0.32% (n = 310,000); S. cerevisiae expressing PfHsp90, BacTiter-Glo ATP, 48 h; yeast lacking PDR1 and PDR3 efflux regulators;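 active = every replicate shows inhibition above about 80%, whatever the replicate mean, limit read from the data; inconclusive = mean inhibition reaches the set limit but some replicate falls short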;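 note: 0% = DMSO neutral controls and 100% = 20 µM radicicol positive controls; yeast relying on Plasmodium falciparum Hsp90 in place of its own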
MITF TRPM1 HTS: MITF TRPM1 promoter activation in melanoma cells. AID 588334. SK-MEL-5 TRPM1-promoter luciferase, 24 h; % of positive control, neutral wells = 0. activation, % at 12.5 µM. actives 0.75% (n = 300,000);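 active = mean activation of at least 80% with every replicate also reaching 80%; inconclusive = mean reaches 80% but some replicate falls short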;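 note: 0% = neutral control wells and 100% = parthenolide positive control wells; values of inactives mirror those of a sister screen read the other way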
* marks the source's active call; other numbers are inactive results; u = inconclusive; x = no result given.

SMILES	PvdQ acylase	SR-BI uptake up	Rtt109 Vps75	NSD2 inh	CAL PDZ FP-1	SR-BI HDL uptake	dFosB act	CAL PDZ FP-2	PfHsp90 set2	MITF TRPM1 HTS
O=[N+]([O-])c1cc(S(=O)(=O)N2CCOCC2)ccc1OCc1ccccc1C(F)(F)F	-9	-39	8	-2	-2.1	39	8	-3	-2	-5
Cc1cc(NS(=O)(=O)c2ccc(NC(=O)CSc3nc4sc(C)c(C)c4c(=O)[nH]3)cc2)no1	7	3	2	8	-1.8	-3	2	x	4	-9
COc1ccc2c(c1)c(N=NC(N)=S)c(O)n2CC(=O)c1ccccc1	3	-6	-10	0	0.6	6	1	5	6	x
Cc1nc(C(=O)Nc2cccc(Cl)c2Cl)nn1-c1cc(OC(C)C)c(Cl)cc1Cl	-2	11	-4	-1	-0.3	-11	-12	-3	-7	x
Cc1cc2nc(/N=C(\N)NC(=O)C(C)C)nc(C)c2cc1C	-7	-26	-12	-1	-1.9	26	-8	-3	-5	-2
O=C(NC(Cc1ccccc1)C(=O)NC(Cc1ccccc1)C(=O)O)c1ccccc1 (configuration not stated)	2	6	-9	-3	0.3	-6	6	1	6	7
O=C(N/N=C/c1cccs1)c1cc(C2CC2)nc2ccccc12	-10	-2	1	-2	-0.5	2	-4	6	18	-22
COc1cccc(C2=NNC(=NCc3ccccc3)SC2)c1	-17	-11	-1	3	-1.1	11	-12	3	x	77
CCOC(=O)c1c(NC(=O)Nc2ccc(C)cc2)sc2c1CCN(C)C2	-12	11	-7	6	-2.6	-11	8	x	-5	x
CC(=O)C12OC1CC1C3CCC4=CC(=O)CCC4(C)C3CCC12C (configuration not stated)	-5	20	9	0	-0.9	-20	-8	25	-3	x

The closing four entries of the section above lead into the next:
SMILES	PvdQ acylase	SR-BI uptake up	Rtt109 Vps75	NSD2 inh	CAL PDZ FP-1	SR-BI HDL uptake	dFosB act	CAL PDZ FP-2	PfHsp90 set2	MITF TRPM1 HTS
O=C(N/N=C/c1cccs1)c1cc(C2CC2)nc2ccccc12	-10	-2	1	-2	-0.5	2	-4	6	18	-22
COc1cccc(C2=NNC(=NCc3ccccc3)SC2)c1	-17	-11	-1	3	-1.1	11	-12	3	x	77
CCOC(=O)c1c(NC(=O)Nc2ccc(C)cc2)sc2c1CCN(C)C2	-12	11	-7	6	-2.6	-11	8	x	-5	x
CC(=O)C12OC1CC1C3CCC4=CC(=O)CCC4(C)C3CCC12C (configuration not stated)	-5	20	9	0	-0.9	-20	-8	25	-3	x
Cc1ccc(C(=O)CSc2ccc(-c3ccncc3)nn2)cc1	3	x	-13	1	-3.2	x	-11	-1	-16	0
COc1ccccc1Cn1c(SCC(N)=O)nc2c(oc3ccccc32)c1=O	4	-12	15	2	-1.8	12	u	-2	-10	3
CCOC(=O)CN1CC23C=CC(O2)C(C(=O)O)C3C1=O (configuration not stated)	-11	13	5	x	0.2	-13	-3	0	32	9
O=C1Nc2ccccc2C(=O)N2[C@H](c3ccccc3)[C@@H]3C(=O)N(Cc4ccccc4)C(=O)[C@@H]3[C@H]12	-4	-27	-4	x	-0.4	27	-5	-6	-3	-14
C/C(=N\O)C(=O)NCc1ccccn1	-16	-5	0	-2	-1.0	5	-1	x	3	x
COC(=O)Cc1cc(=O)n2[nH]c(C)c(-c3ccccc3)c2n1	-9	21	-12	-1	0.6	-21	1	-6	22	-9
CCc1ccccc1NC(=O)CN(C)Cc1nc(N)nc(Nc2ccccc2C)n1	-7	-19	-2	-2	-1.9	19	-2	-5	x	x
CCOC(=O)c1cc(C(C)(C)C)oc1CNC(=O)c1c(C)oc2c1CCCC2	12	-16	35	-31	-0.9	16	-8	-1	-5	x
CCOc1ccc2c(C)c(C)c(=O)oc2c1OCC	5	-2	4	-1	-0.9	2	-19	-2	5	9
CC1=C(C(=O)Nc2cc(-c3cccc(F)c3)[nH]n2)C2(CCCCC2)OC1=O	-5	-22	-10	x	-1.3	22	-19	x	2	-6
Cc1ccc(C)c(N2CCN(C(=O)CCS(=O)(=O)c3cccc4nonc34)CC2)c1	6	-25	5	-2	0.2	25	-10	-5	x	x
COc1ccc(C(=O)N=c2sc3c(C)ccc(OC)c3n2C)cc1	-16	-77	-3	x	-2.0	77*	-5	x	15	x
O=C(CCNc1ccc(F)c(Cl)c1)c1ccco1	24	-1	8	12	-0.1	1	0	-1	-14	3
CCOc1ccc(S(=O)(=O)NCC2CCCO2)c2cccnc12 (configuration not stated)	-9	-4	1	2	-1.5	4	-1	-2	3	1
Cc1cc(C(=O)N/N=C/c2cccs2)n[nH]1	-9	-5	4	-1	-0.1	5	-7	2	-2	35
Cn1ncc2c(Nc3cccc4ccccc34)ncnc21	3	-3	-10	59*	x	3	1	3	-1	4
c1ccc(-c2nc(-c3ccccn3)no2)cc1	8	-5	-3	x	-3.4	5	-15	0	41	-53
CNC(=O)c1sc(SC)cc1-c1ccc(Cl)cc1	2	-51	10	-1	-0.3	51	0	-2	x	-4
COc1cc(C)cc(C(=O)C=Cc2ccccc2)c1O	0	-18	5	5	-0.6	18	-12	x	x	29
CCCCCc1nnc(NC(=O)Cc2ccc([N+](=O)[O-])cc2)s1	-15	-20	1	-28	-2.7	20	-9	-4	-39	-14
O=C(NCC1CC1)c1onc(CSc2ccc(F)cc2)c1C(=O)NCC1CC1	-18	5	8	x	-0.6	-5	-6	0	-1	15
Cc1cc(C(=O)N2CCC(C(=O)O)CC2)c(C(F)(F)F)o1	3	-1	-1	-8	-0.7	1	-4	-5	-2	3
N#CC1=C(N)NC(SCC(=O)O)=C(C#N)C12CCCC2	-5	36	1	0	-0.2	-36	-5	-2	-12	-14
COc1ccccc1N1CCN(C(=O)c2c(C)noc2C)CC1	-6	-1	-5	-4	-0.2	1	-2	-4	18	1
COc1cccc(-n2nnnc2SCC(=O)NCc2ccco2)c1	-15	1	2	4	-0.9	-1	-2	-4	2	-3
CCCCOc1ccc(/C=N/NC(=O)c2nnn(-c3nonc3N)c2CN2CCCCCC2)cc1	0	x	-5	x	1.0	x	-2	1	-3	15
O=C1C(=O)c2ccccc2C(O)=C1C1CCC(c2ccc(Cl)cc2)CC1 (configuration not stated)	15	8	8	x	1.5	-8	1	-1	9	-11
O=C1CNC(=O)N1c1ccc(Cl)cc1	-16	-7	-2	-3	x	7	4	-7	9	1
CN1CCN(NC(=S)Nc2ccc(Oc3ccccc3)cc2)CC1	-13	23	-6	1	-2.0	-23	-3	0	10	9
COc1ccc(N2CCN(Cc3nc(N)nc(Nc4ccc(C)c(Cl)c4)n3)CC2)cc1	-14	-10	7	4	-0.2	10	-6	4	25	15
O=C(CCC(=O)NNc1nc2ccccc2c2nc(-c3ccccc3)nn12)NCCCN1CCCC1=O	-10	-9	2	-1	-3.8	9	-21	-6	0	-6
CCn1nc(C)c(/C=N/NC(=O)c2ccc3c(c2)c(C)c(C)n3Cc2ccccc2)c1C	-6	-79	0	-1	-3.0	79*	-28	3	-14	2
Cc1ccc(-n2nnnc2-c2cnn(-c3cccc(F)c3)c2C(F)(F)F)cc1	0	-44	-2	x	-3.1	44	-7	1	10	x
Cc1ccc(Nc2nc(-c3c(C)nc4ccccn34)cs2)cc1	-12	-45	6	x	2.0	45	0	x	-16	-28
CS(=O)(=O)N(CC(=O)N1CCCCCC1)c1cccc([N+](=O)[O-])c1	6	12	0	2	0.1	-12	2	x	1	-9
Cc1ccc(NC2SC(=O)N(Cc3cccc(C(=O)O)c3)C2=O)cc1 (configuration not stated)	7	6	6	0	-1.2	-6	4	0	1	14
O=C(N/N=C/c1cccc(C(F)(F)F)c1)c1ccccc1O	-8	-18	-12	x	19	18	6	-9	23	37
O=C(COc1ccc(Br)cc1)N/N=C1/SCC(=O)N1Cc1ccco1	-8	1	3	1	-2.0	-1	-1	-4	1	-17
CCCCN1C(=O)C(NC(=O)CC(C)C)(C(F)(F)F)C2=C1CC(C)(C)CC2=O (configuration not stated)	-26	7	-1	-10	0.1	-7	-2	1	-5	-5
CCCCNC(=O)c1cccc(S(=O)(=O)N2CC3(C)CC2CC(C)(C)C3)c1 (configuration not stated)	-10	-19	-7	0	-1.0	19	-18	x	5	-18
C=CCc1ccc(OCCCCN2CCC(C)CC2)c(OC)c1	14	3	18	3	0.4	-3	-14	-5	-3	11
C1CCN(c2nc3nonc3nc2N2CCCC2)C1	-8	2	-3	x	-1.8	-2	3	1	x	x
CCOC(=O)C1CCCN(C(=O)c2cn(CC)c3ccc(S(=O)(=O)N(C)C)cc3c2=O)C1 (configuration not stated)	1	8	-5	x	-0.3	-8	2	0	-3	-7

A portion from the list above:
SMILES	PvdQ acylase	SR-BI uptake up	Rtt109 Vps75	NSD2 inh	CAL PDZ FP-1	SR-BI HDL uptake	dFosB act	CAL PDZ FP-2	PfHsp90 set2	MITF TRPM1 HTS
C1CCN(c2nc3nonc3nc2N2CCCC2)C1	-8	2	-3	x	-1.8	-2	3	1	x	x
CCOC(=O)C1CCCN(C(=O)c2cn(CC)c3ccc(S(=O)(=O)N(C)C)cc3c2=O)C1 (configuration not stated)	1	8	-5	x	-0.3	-8	2	0	-3	-7

Looked up by compound from above (2):
SMILES	PvdQ acylase	SR-BI uptake up	Rtt109 Vps75	NSD2 inh	CAL PDZ FP-1	SR-BI HDL uptake	dFosB act	CAL PDZ FP-2	PfHsp90 set2	MITF TRPM1 HTS
CCOc1ccc(S(=O)(=O)NCC2CCCO2)c2cccnc12 (configuration not stated)	-9	-4	1	2	-1.5	4	-1	-2	3	1
Cc1ccc(-n2nnnc2-c2cnn(-c3cccc(F)c3)c2C(F)(F)F)cc1	0	-44	-2	x	-3.1	44	-7	1	10	x
